Bioassay records as filed in PubChem BioAssay.
VP16 counter – VP16 counterscreen qHTS for inhibitors of ROR gamma transcriptional activity | Drosophila S2 Gal4-VP16 UAS-luciferase, luminescence, 20 h | Potency, µM (titrated, usually from 53.6 µM), without a hit: at the top dose activity, negative = inhibition, actives largely listed as inhibitors | actives 3.5% (n = 310,000);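 further: Gal4-VP16 expression switched on by copper sulfate through the metallothionein promoter; potency means the concentration at half of the fitted maximal effect; on the % scale 0 is the no-effect control and ±100 the full control effect; nearly all actives have a fitted effect of over 50% in size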
Menin MLL FP TR – qHTS Assay for Inhibitors Targeting the Menin-MLL Interaction in MLL Related Leukemias: Competition With Texas Red Labeled MLL-derived Mutant Peptide. O00255. Menin + Texas Red MLL mutant peptide, fluorescence polarization. Potency, µM (highest dose often 61.6 µM), without a hit: at the top dose FP activity change, negative = inhibition, actives largely listed as inhibitors. actives 0.23% (n = 270,000). AID 1768, 2009; active means well fitted inhibition curve with a large enough effect in the polarisation, with a control signal flat, not every such curve was filed as active; inconclusive means small, poorly fitted or top-dose-only effect, or effect the other way, or a change in a side signal; inactive means no such curve, though single readings can be large or run the other way; the % refers to the polarisation; further: potency means the concentration at half of the fitted maximal effect; % of control where 0% means no effect; many of its hits are not listed in these tables
Target sequence (O00255 whole entry, looked up): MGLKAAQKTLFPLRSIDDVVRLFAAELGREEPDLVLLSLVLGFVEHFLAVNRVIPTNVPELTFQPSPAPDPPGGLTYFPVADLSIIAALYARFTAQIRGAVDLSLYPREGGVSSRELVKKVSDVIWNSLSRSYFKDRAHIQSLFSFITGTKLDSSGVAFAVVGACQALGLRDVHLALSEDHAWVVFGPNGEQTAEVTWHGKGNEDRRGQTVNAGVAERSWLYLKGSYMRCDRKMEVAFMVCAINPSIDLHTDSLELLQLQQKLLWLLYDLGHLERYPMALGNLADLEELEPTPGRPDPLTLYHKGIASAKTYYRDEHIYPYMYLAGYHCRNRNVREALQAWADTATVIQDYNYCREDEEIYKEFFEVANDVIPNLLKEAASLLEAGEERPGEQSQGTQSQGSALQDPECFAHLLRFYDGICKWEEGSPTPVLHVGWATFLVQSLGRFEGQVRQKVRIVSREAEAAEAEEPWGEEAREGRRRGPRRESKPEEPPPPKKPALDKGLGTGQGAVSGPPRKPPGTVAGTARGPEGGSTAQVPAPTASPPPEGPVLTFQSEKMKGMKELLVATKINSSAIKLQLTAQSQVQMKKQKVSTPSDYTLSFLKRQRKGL
PKM2 act – qHTS Assay for Activators of Human Muscle isoform 2 Pyruvate Kinase; purified PKM2, Kinase-Glo ATP luminescence, activation; response scale: 0% is enzyme alone, no compound; Potency, µM (top dose mostly 57.5 µM), for inactives: at the top dose activation, hits mostly activators; actives 0.34% (n = 260,000); further: potency means the concentration at half of the fitted maximal effect; on the % scale 0 is the no-effect control and ±100 the full control effect; nearly all actives have a fitted effect of over 55% in size
Target sequence (P14618 whole entry, looked up, canonical isoform): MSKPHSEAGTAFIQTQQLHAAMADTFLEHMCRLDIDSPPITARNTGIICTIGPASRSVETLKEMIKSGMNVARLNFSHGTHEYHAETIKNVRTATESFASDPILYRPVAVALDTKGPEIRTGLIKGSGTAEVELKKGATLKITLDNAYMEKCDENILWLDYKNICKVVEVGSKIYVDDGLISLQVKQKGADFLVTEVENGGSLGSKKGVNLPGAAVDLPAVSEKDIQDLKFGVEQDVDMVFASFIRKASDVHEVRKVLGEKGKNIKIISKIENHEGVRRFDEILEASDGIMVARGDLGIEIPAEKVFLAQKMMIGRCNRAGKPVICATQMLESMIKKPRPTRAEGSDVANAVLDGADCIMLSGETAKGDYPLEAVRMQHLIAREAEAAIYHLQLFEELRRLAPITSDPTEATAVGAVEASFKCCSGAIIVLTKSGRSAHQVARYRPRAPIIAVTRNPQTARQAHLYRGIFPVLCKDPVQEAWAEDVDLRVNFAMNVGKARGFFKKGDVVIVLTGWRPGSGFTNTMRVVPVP
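hPK-M2, >95% pure; 0.1 mM ADP / 0.5 mM PEP final; imidazole pH7.2 buffer w/ 7 mM MgCl2, 50 mM KCl; 1 h RT; Kinase-Glo lum. Intermediate enzyme activity for dual inhibitor/activator qHTS.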
NPC1 promoter act – qHTS Assay for NPC1 Promoter Activators. Huh7 NPC1 promoter luciferase reporter, 24 h. Potency, µM (series often up to 9.22 µM), for the others: at the highest dose activation, most hits filed as activators. actives 2.4% (n = 320,000);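 further: potency means the concentration at half of the fitted maximal effect; % of control where 0% means no effect; nearly all actives have a fitted effect of over 60% in size; reporter is driven by a mutant NPC1 promoter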
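Luminescence from an NPC1 promoter-driven luciferase reporter in stably transfected Huh7 cells was measured after 24 h compound treatment at 37 °C, followed by 10 min ambient incubation with luciferase detection reagent.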
KCNH2 3.1 block – qHTS for Inhibitors of KCHN2 3.1: Mutant qHTS; activity change, % (tested at about 1.8 µM); actives 0.95% (n = 340,000); Potassium voltage-gated channel subfamily H member 2, brain isoform KCNH2 3.1 (human); U2OS KCNH2 3.1, thallium flux FluxOr; hits give low values;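 active means maximum activity change below -70%; inconclusive means maximum activity change from -70% to -50%; inactive means maximum activity change above -50%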;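 further: thallium influx rate constant from kinetic fluorescence after stimulation buffer; on the % scale 0 is the no-effect control and ±100 the full control effect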
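Thallium flux via FluxOr fluorescence (Red40 quencher, 45 min loading) in U2OS cells virally expressing the KCNH2 3.1 isoform (1.77 x 10^8 /mL virus, overnight at 37 C). Rate constants from 2-min kinetic reads post-stimulation, normalised to positive and negative controls.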
Mito fusion yeast – qHTS Assay for Small Molecule Inhibitors of Mitochondrial Division or Activators of Mitochondrial Fusion | actives 0.23% (n = 320,000) | Potency, µM (highest dose often 46.1 µM), for the others: at the top dose growth rescue (activation), actives largely listed as activators | S. cerevisiae fusion-defective mutant growth rescue, CellTiterGlo 48 h;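 further: potency means the concentration at half of the fitted maximal effect; % of control where 0% means no effect; nearly all actives have a fitted effect of over 45% in size; temperature-sensitive fusion mutants such as fzo1-1 at 37 °C on non-fermentable ethanol glycerol medium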
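Temperature-sensitive fusion-defective S. cerevisiae (e.g. fzo1-1, mgm1-5) were grown with compound in YPEG medium (3% ethanol, 3% glycerol) for 48 hours at 37C. Growth rescue was measured as viability by CellTiterGlo luminescence after 10 minutes at ambient.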
Rab9 prom act – qHTS Assay for Rab9 Promoter Activators | Huh7 Rab9 promoter-luciferase reporter, luminescence, 24 h | Potency, µM (top dose mostly 9.22 µM), for inactives: at the highest dose activation, negative = inhibition, most hits filed as activators | actives 2.8% (n = 320,000); further: potency means the concentration at half of the fitted maximal effect; % of control where 0% means no effect; nearly all actives have a fitted effect of over 60% in size
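Cells were plated at 1500 per well in reduced-serum medium with 10% FBS and left 2 h. Compound in DMSO was then added for 24 h at 37 °C. Reporter signal was read by luminescence after 10 min with luciferase detection reagent.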
MBNL1-CUG inh – qHTS Assay for Inhibitors of MBNL1-poly(CUG) RNA binding; Muscleblind-like protein 1 (Homo sapiens), Q9NR56; TR-FRET MBNL1-His/biotin-(CUG)12 binding, 665/545 ratio; Potency, µM (highest dose often 57.5 µM), without a hit: at the highest dose activity change, negative = inhibition, usual class: inhibitors; actives 0.036% (n = 280,000); AID 2675, 2010; active means well fitted inhibition curve with a large enough effect in the signal ratio, with a control signal flat, not every such curve was filed as active; inconclusive means small, poorly fitted or top-dose-only effect, or effect the other way, or a change in a side signal; inactive means no such curve, though single readings can be large or run the other way; the % refers to the signal ratio; further: potency means the concentration at half of the fitted maximal effect; on the % scale 0 is the no-effect control and ±100 the full control effect
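Ratiometric TR-FRET (665 over 545 nm, excitation 340 nm) tracks disruption of MBNL1-His/biotin-(CUG)12 complex after 60 min at room temperature, with compounds at 92 nM to 58 uM final.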
FLuc counter – qHTS profiling assay for firefly luciferase inhibitor/activator using purifed enzyme and Km concentrations of substrates (counterscreen for miR-21 project). Luciferin 4-monooxygenase (Photinus pyralis), P08659. purified FLuc, Km substrates, luminescence inhibition. Potency, µM (doses to about 57.5 µM), for inactives: top-dose activity change, negative = inhibition, usual class: inhibitors. actives 6.9% (n = 360,000);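 further: potency means the concentration at half of the fitted maximal effect; plate controls were vehicle for no effect and reference inhibitor for full effect; nearly all actives have a fitted effect of over 55% in size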
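Biochemical qHTS of compounds, final roughly 60 µM downward over six points, against 10 nM purified firefly luciferase using Km concentrations of substrates (10 uM D-luciferin, 10 uM ATP) in Tris acetate pH 7.5 buffer; luminescence output.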
ELG1 DNA repair – qHTS screen for small molecules that inhibit ELG1-dependent DNA repair in human embryonic kidney (HEK293T) cells expressing luciferase-tagged ELG1. Potency, µM (highest dose often 46.1 µM), without a hit: at the highest dose activity change, negative = inhibition, hits mostly inhibitors. actives 2.3% (n = 330,000). AID 504467, 2011. HEK293T ELG1-luciferase reporter, luminescence, 16 h; DNA damage induced by 5-fluorouridine; further: potency means the concentration at half of the fitted maximal effect; on the % scale 0 is the no-effect control and ±100 the full control effect; nearly all actives have a fitted effect of over 55% in size
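HEK293T cells expressing luciferase-tagged ELG1 (2,000/well) received 5-Fluorouridine plus compound or DMSO for 16 hr at 37 °C. Luciferase was read by ONE-Glo luminescence after 30 min at room temperature.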
RORgamma inh – qHTS for inhibitors of ROR gamma transcriptional activity; Nuclear receptor ROR-gamma (Mus musculus), P51450; Drosophila S2 Gal4-RORgamma UAS-luciferase reporter, 20 h; Potency, µM (doses to about 53.6 µM), inactives show at the highest dose activity change, negative = inhibition, hits mostly inhibitors; actives 5.4% (n = 310,000); AID 2551, 2010; further: potency means the concentration at half of the fitted maximal effect; on the % scale 0 is the no-effect control and ±100 the full control effect; nearly all actives have a fitted effect of over 60% in size
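Drosophila S2 cells stably expressing Gal4-DBD/mouse RORγ fusion under metallothionein promoter plus UAS-luciferase; compound 1 h, then 700 uM CuSO4 induction for 20 h at ambient temperature; inhibition read as reduced luminescence.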
* marks the source's active call; other numbers are inactive results; ? = inconclusive; . = no result given; [ ] = remark or other dose. Unless noted, the call rests on the fitted dose curve; in most records, active means well fitted curve in the direction sought with a large enough effect; inconclusive means small, poorly fitted or top-dose-only effect, or another doubt; inactive means no such curve, though single readings can be large; an effect the other way counts as inactive or inconclusive. The list is partial, so the mix of outcomes need not match the whole.

SMILES	VP16 counter	Menin MLL FP TR	PKM2 act	NPC1 promoter act	KCNH2 3.1 block	Mito fusion yeast	Rab9 prom act	MBNL1-CUG inh	FLuc counter	ELG1 DNA repair	RORgamma inh
CC(C)c1ccc(NC2CCCN(C(=O)c3cnn(C(C)C)c3)C2)cc1 (stereo not given)	-3%	.	2%	7%	-10	3%	-1%	1%	0%	-10%	-2%
Cc1cccc(N2CCN(C(=O)c3ccccc3NC(=O)C3=CSCCO3)CC2C)c1 (stereo not given)	2%	-21%	.	-2%	5	2%	3%	3%	4%	-3%	13%
Cc1nn(CC(=O)NC(C)C(C)C)c(C)c1S(=O)(=O)N1CCCCC1 (stereo not given)	.	.	.	1%	4	7%	0%	.	3%	?	.
Cc1ccccc1-n1c(-c2csc(C)c2C)n[nH]c1=S	6.3µM*	-12%	-1%	0%	-3	-2%	1%	5%	?	?	2.8µM*
Cc1ccc(CNC(=O)CCNC(=O)c2ccc(Br)o2)cc1	-7%	2%	3%	1%	-3	-5%	-4%	-2%	1%	0%	-5%
Cc1ccc(-n2ncc3c(NCc4ccccc4)ncnc32)cc1	2%	4%	-8%	3.5µM*	-3	-2%	?	9%	-19%	?	-29%
NC(=O)c1cc(-c2ccccc2)nc(Oc2ccccc2)n1	2%	3%	-2%	-1%	-13	20%	-4%	-3%	0%	-14%	-9%
CC(=O)Nc1cccc(NC(=O)CSc2nc(=O)n(CCN3CCOCC3)c3c2CCC3)c1	.	.	.	1%	5	3%	-11%	.	3%	16%	.
O=C(CCN1C(=O)C2CCCCC2C1=O)NNC(=O)c1cccc(Cl)c1 (stereo not given)	-1%	-4%	-20%	2%	-17	7%	-1%	-23%	-3%	-3%	-2%
Cc1cc(C(C)(C)C)oc1C(=O)N(CC(=O)NC1CCCC1)Cc1ccc(Cl)cc1	-6%[0.365 µM]	?	0%	0%	-43	5%	-14%	?	2%	-3%	13%
O=C(Nc1ccccc1)C1CC(=O)N(C2CCCCC2)C1 (stereo not given)	-2%	0%	-2%	7%	1	-5%	9%	-9%	-3%	1%	-34%
O=C(NCc1ccc2c(c1)OCO2)c1nn(-c2ccccc2)c(=O)c2ccccc12	7%	-22%	7%	0%	18	24%	-2%	9%	0%	?	8%
O=C(CSc1nc(-c2ccc(F)cc2)cs1)N1CCOCC1	3%	1%	-2%	29%	0	0%	?	3%	?	?	1%
O=C(Nc1ccc(N2CCN(C(=O)c3ccccc3)CC2)cc1)c1cc2ccccc2o1	-21%	14%	3%	-8%	?	-4%	-12%	3%	3%	9.2µM*	18%
O=C(CCC1CCCN(C(=O)c2ccc3[nH]ccc3c2)C1)N1CCN(c2ccccn2)CC1 (stereo not given)	-20%	4%	0%	-7%	-7	4%	-16%	4%	5%	?	?
O=C(NNS(=O)(=O)c1ccc(F)cc1)c1ccc(O)cc1	1%	-1%	-3%[11.5 µM]	-2%	4	0%	0%	-6%	-1%	17%	-37%
COc1ccc(C(=O)N/C(=C\c2ccc([N+](=O)[O-])cc2)C(=O)NC(CCSC)C(=O)O)cc1 (stereo not given)	-3%	0%	8%	-5%	-7	-6%	-4%	?	-12%	-20%	3%
OCCN(Cc1ccccc1)Cc1ccccc1Cl	?	2%	-1%	2%	10	-3%	-2%	-5%	3%	4%	?
O=C(c1ccc(CNS(=O)(=O)c2cccc(C(F)(F)F)c2)cc1)N1CCOCC1	-1%	-7%	5%	0%	11	7%	-1%	-10%	-1%	?	-4%
CC(C)(C)NC(=O)NC(=O)CN1c2cccc3cccc(c23)S1(=O)=O	1%	-1%	.	-2%	2	6%	1%	11%	-1%	0%	10%
O=C(CCS(=O)(=O)c1cc(Br)cc2c1N(C(=O)C1CC1)CC2)NCC1CCCO1 (stereo not given)	2%[0.365 µM]	7%	0%	-3%	22	-2%	-7%	-3%	-2%	1%	-28%
CCCOC(=O)C1=C(C)NC2=C(C(=O)CCC2)C1c1cccs1 (stereo not given)	2%	2%	-4%	2%	-1	1%	0%	4%	12%	-4%	19%
CC(C)(C)c1ccc(-c2nnc(SCC(=O)NC3CCS(=O)(=O)C3)n2N)cc1 (stereo not given)	?	-12%	-7%	-2%	-7	0%	24%	-9%	?	?	?
Cc1cc2cc(CNC(=O)c3cccc([N+](=O)[O-])c3)ccc2n1C	-14%	?	-4%	0%	32	-5%	-2%	?	?	?	15%
Cc1nc2ncnn2c(C)c1CCC(=O)NCCc1ccccc1	12%	.	-13%	2%	-1	0%	-3%	-13%	-8%	0%	-2%
SMILES	VP16 counter	Menin MLL FP TR	PKM2 act	NPC1 promoter act	KCNH2 3.1 block	Mito fusion yeast	Rab9 prom act	MBNL1-CUG inh	FLuc counter	ELG1 DNA repair	RORgamma inh
CC(C)(C)c1ccc(OCC(O)CN2CCCC2)cc1 (stereo not given)	?	1%	.	-1%	9	9%	-12%	4%	-2%	-10%	30%
CCNc1nc(N)nc(Oc2ccc(OCC)nn2)n1	1%	15%	3%	0%	5	-3%	1%	11%	3%[2.3 µM]	20%	-13%
COc1ccc(NC(=O)C2CCN(C(=O)c3ccccc3)CC2)cc1OC	-1%	3%	-2%	-3%	3	2%	-3%	-14%	-2%	-2%	2%
N#Cc1c(Nc2ccc(F)cc2)sc(C(=O)c2ccc(F)cc2)c1N	-17%	37%[activator]	-3%	-2%	19	2%	-2%	22%	6%	25%	-32%
Cc1cc(C)c(S(=O)(=O)N2CCOC2CNC(=O)C(=O)NCCc2c[nH]c3ccccc23)c(C)c1 (stereo not given)	0%	-1%	0%	1%	-7	-3%	-8%	-3%	-18%	?	?
COC(=O)c1ccc(CN2CCN(CC=C(C)C)C(CCO)C2)cc1 (stereo not given)	-7%	-5%	3%	-1%	16	1%	-2%	-9%	17µM*	10%	-7%
CC1(C)C([N+](=O)[O-])C(c2ccc(Cl)cc2)NC(c2ccc(Cl)cc2)C1[N+](=O)[O-] (stereo not given)	-4%	?	0%	0%	15	?	2%	18%	1%	-11%	5%
CCc1cc(-c2n[nH]c(=S)n2C(C)c2ccccc2)cs1 (stereo not given)	-74%	-18%	17%	26%	1	-8%	-3%	-9%	11%	-5%	-83%
CCCc1nc2nc(C)c(NS(=O)(=O)c3ccc(C4CCCCC4)cc3)c(=O)n2[nH]1	5%	21%	5%	0%	-17	-5%	0%	-10%	-16%	-5%	1%
N=C1C(c2nc(-c3ccc(Br)cc3)cs2)=C(O)CN1NC(=O)c1ccc([N+](=O)[O-])cc1	-10%	?	-4%	0%	11	-2%	0%	12%	1%	8%	3%
CCC(=O)NC(=S)NNC(=O)c1ccc(NC(=O)c2ccccc2)cc1	0%	?	9%	-4%	4	-2%	6%	6%	?	-18%	?
COC(=O)c1ccc(CN2C(=O)NC(c3ccccc3)(c3ccccc3)C2=O)o1	2%	-17%	4%	0%	8	4%	-6%	-1%	-1%	2%	-3%
CCC(C)N(C(=O)c1csnn1)C(C(=O)NC1CCCC1)c1c(F)cccc1Cl (stereo not given)	-5%	0%	-1%	1%	-5	24%	-6%	1%	0%	-5%	-4%
COC(=O)c1cc2c(s1)-c1ccccc1CC2	3%	12%	-4%	13%	11	0%	2%	14%	?	?	28%
CN1CCN(c2cc(C(F)(F)F)nc(-c3ccccn3)n2)CC1	6%	-15%	-3%	1%	5	-3%	-28%	4%	1%	8%	-23%
OC1C2CN3CCN(C2)CC1(Cc1ccccc1)C3 (stereo not given)	-1%	-27%	11%	-7%	-1	-4%	-3%	-13%	-1%	-5%	-6%
